C2C12 statin: protects C2C12 myotubes from simvastatin toxicity; AID 602340; ATP luminescence, 48 h; scaled: DMSO 0, geranylgeraniol control 100; 330,000 compounds, 0.78% hits; rescue of ATP level, % at 7.49 µM;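 active = mean ATP rescue above about 67%, or every replicate alone reaching that limit, limit read from the data, passing the limit was not always enough; inconclusive = no clear call, values can overlap the other calls; inactive = mean under the limit and some replicate under it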;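 also: myotubes were challenged with 10 µM simvastatin during compound exposure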
PGC1a acetyl inh: lowers PGC1a acetylation signal in U2OS cells | 350,000 compounds, 0.17% hits | AlphaScreen anti-acetyl-lysine; with virally co-expressed GCN5 acetyltransferase | inhibition, % at 15.6 µM | AID 651687;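 active = every replicate shows inhibition of at least 40%; inconclusive = mean inhibition at least 40% but some replicate below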;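 also: 0% = neutral control wells and 100% = positive control wells; some results beyond the cut were filed as inactive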
Cneo AK release: Cryptococcus neoformans lysis via adenylate kinase release; C. neoformans lysis, adenylate kinase release luminescence, 4 h; normalised: neutral wells 0, clomiphene wells 100; lysis activity, % at 15 µM; 360,000 compounds, 0.2% hits; AID 651654;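 active = mean lysis activity across replicates of at least 80%, whatever share of replicates individually reach that level; inactive = mean lysis activity below 80%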
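Test system: log-phase Cryptococcus neoformans yeast cells; Quantity: yeast cell density of 5 × 10^6 cells/mL; Buffer or medium: YPD; Doses: single compound concentration per well; Timing: 4 h at 37 °C static, read 1 h later; Measured by: AK luminescence; Read-out basis: lysis from increased AK signal; Control set: Clomiphene as positive control.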
F508del corr: correctors of CFTR F508del function in bronchial epithelial cells; 350,000 compounds, 0.36% hits; CFBE cells, YFP halide quenching; stimulated with forskolin plus potentiator P3; % fluorescence drop versus neutral controls; activity (quench increase), % at 7.58 µM;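 active = mean added fluorescence quench of at least 8% versus neutral control, with both replicates also reaching 8%; inconclusive = only one of the mean or replicate conditions met; inactive = mean below 8% and not both replicates reaching 8%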;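 also: cells transiently co-express mutant CFTR-F508del with the halide-sensitive YFP; corrector assay measuring rescue of mutant channel to the surface after 24 h compound exposure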
INS-1E GSIS act: GLuc luminescence reporter in INS-1E cells, primary screen for activators of glucose-dependent secretion of insulin. INS-1E GLuc reporter insulin secretion, 2-3 h. activation, % at 16.6 µM. 370,000 compounds, 0.61% hits;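 active = lowest replicate activation of at least 40%, so every replicate reaches that level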;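 also: 0% = median of neutral control wells and 100% = median of IBMX positive control wells; some compounds called inactive have numbers as strong as hits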
FN deposit inh: fibronectin deposition inhibition | AH1F fibroblasts, Alexa488-fibronectin deposition fluorescence, overnight | 350,000 compounds, 0.086% hits | AID 743247 | inhibition, % at 12.6 µM;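 active = mean inhibition across replicates of 30% or more, regardless of how many single replicates reach that level; inconclusive = mean under 30% yet at least half of replicates reach 30%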;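 also: positive control wells lacked labelled fibronectin entirely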
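Material – AH1F fibroblast monolayer, labelled fibronectin deposition · Reagent – labelled fibronectin 24 nM · Timing – 1 h adhesion, overnight exposure · Measured by – fluorescence at 485 nm excitation, 525 nm emission · Read-out – inhibition of fibronectin deposition signal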
miR-122 sensor: inhibitors of miR-122 in Huh7 cells; Huh7 miR-122 Renilla luciferase sensor, 48 h; neutral wells = 0, positive control = 100; activation (reporter increase), % at 12.5 µM; 340,000 compounds, 0.3% hits; AID 602342;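 active = mean replicate activation score at least 90 and every replicate individually at or above 90; inconclusive = only one of the two criteria met; inactive = neither criterion met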;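 also: higher luciferase means less miR-122 activity so hits act as miR-122 inhibitors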
PglD inh: inhibitors of Campylobacter jejuni PglD acetyltransferase. purified PglD enzyme, DTNB colorimetric CoA detection. inhibition, % at 12.5 µM. 360,000 compounds, 0.098% hits. AID 602405; in the data active = inhibition above about 16%, passing the limit was not always enough; inconclusive = no clear call, values can overlap the other calls; also: strong numbers were not always called active
Numbers without * were called inactive; ? = inconclusive; . = not tested or not shown; [ ] = dose if it differs, or a comment.

SMILES	C2C12 statin	PGC1a acetyl inh	Cneo AK release	F508del corr	INS-1E GSIS act	FN deposit inh	miR-122 sensor	PglD inh
CCCC(=O)Nc1ccc2c(c1)C(=O)N(C)C[C@@H](OC)[C@H](C)CN(C(=O)c1cccnc1)[C@H](C)CO2	2	0	20	4.7	-5	3	.	1
CC(CN1CCOCC1)OC(=O)Cc1ccc(Cl)cc1 (stereo not drawn)	.	3	.	0.0	1	-15	.	.
O=C(CNC(=O)OCc1ccccc1)NC1CCCCCCC1	-9	-5	-2	.	-1	-6	-6	-4
O=C(C[C@@H]1CC[C@H]2[C@@H](COC[C@H](O)CN2Cc2cccc(Cl)c2)O1)NCC1CCCCC1	36	-17	-3	-3.3	-2	-6	-8[16.7 µM]	2
COc1cc(NC(=O)CNc2cccc(S(=O)(=O)N3CCCC3)c2)cc(OC)c1	3	-2	0	1.4	1	.	2	4
C[C@@H]1CN([C@H](C)CO)C(=O)c2cc(NS(=O)(=O)c3ccc(Cl)cc3)ccc2O[C@@H]1CN(C)C(=O)Nc1ccc(C(F)(F)F)cc1	-2	-3	.	0.0	-5	.	-2[16.7 µM]	.
Cc1cc(C)cc(NC(=O)CN2CCN(CCN=CC3=C(O)CC(c4ccc(Cl)cc4)CC3=O)CC2)c1 (stereo not drawn)	.	1	-3	1.6	10	-14	-14	4
CCCNC(=O)[C@H]1[C@H](CO)[C@H]2Cn3c(ccc(-c4ccc(OC)cc4)c3=O)[C@H]2N1CCC	-15	.	-2	-0.7	-10	.	0[16.7 µM]	1
Nc1cccc(C(=O)NCCNC(=O)c2cccc(N)c2)c1	-4	22	66	1.7	7	-3	1	3
COc1cccc(CN2CCNC(=O)C2CC(=O)O)c1OC (stereo not drawn)	8	3	-4	-4.9	7	-5	1	.
COC(=O)CSc1nnc(SCc2ccc(OC)cc2)s1	.	2	4	.	-3	-11	-5	11
COc1ccc(S(=O)(=O)N2CCC(C(=O)NCc3ccco3)CC2)cc1	3	0	1	.	4	1	-6	5
COc1ccc(NC(=O)CN(C)C(=O)c2cccc(S(=O)(=O)Nc3ccc(OC)cc3)c2)cc1	6	-10	7	-1.6	-8	5	28	4
Cc1ccc(OCc2cc(C(=O)NCc3cn4ccccc4n3)no2)cc1C	-15	-1	0	2.8	-7	-9	2	-6
COc1cc(C(=O)Oc2ccc3ccc(O)cc3c2)cc(OC)c1OC	25	.	-1	1.4	-21	1	.	-7
Cc1ccccc1S(=O)(=O)NC(=O)C1(C)CCN1C(=O)CCc1ccccc1 (stereo not drawn)	2	-2	-1	2.2	.	-4	-5	3
CSc1nc2c(c(=O)[nH]1)CCCC2	119*	-4	0	.	5	.	4	3
CCCCn1c(N)c(N(CC(C)C)C(=O)c2cccc(S(=O)(=O)N(C)c3ccccc3)c2)c(=O)[nH]c1=O	4	.	0	-1.8	-27	11	.	3
Cc1cc(Cl)ccc1NNC(N)=S	15	.	1	-1.7	-4	5	5	0
CCOC(=O)C1(Cc2cccc(OC)c2)CCN(CC=C(C)C)CC1	23	0	24	1.2	-14	1	15	-2
CCN=c1scc(-c2ccco2)n1/N=C/c1ccc(OC)c(O)c1	1	-23	-7	2.6	-8	.	-3	1
CC1(C)Cc2c(sc3nc(C4CCCCC4)n(N)c(=O)c23)CO1	.	3	.	-4.2	-7	-2	.	.
O=C1C(SC(F)(F)C(F)F)=C(C(F)(F)F)OC2C3C=CC(C3)C12 (stereo not drawn)	107*	-2	10	.	10	.	2	6
CCC1(c2ccc(F)cc2)NC(=O)NC1=O (stereo not drawn)	-9	.	0	1.0	5	-2	.	0
CCOC(=O)c1c(C)[nH]c(C(=O)OCC(O)=C(C#N)c2nc3ccccc3[nH]2)c1C	.	-1	.	-3.6	4	-16	-3	.
CCS(=O)(=O)N1Cc2ccccc2CC1C(=O)N(C)Cc1ccc(OC)cc1OC (stereo not drawn)	16	10	3	-1.1	7	-2	4	-4
CCOC(=O)N1CCN(C(=O)C2CCN(C(=O)c3cc4sccc4n3CC)CC2)CC1	-17	-11	-1	2.0	-11	4	-4	-5
Cc1noc(C)c1NC(=O)Nc1ccc2c(c1)C(=O)N([C@H](C)CO)C[C@H](C)[C@H](CN(C)S(=O)(=O)c1c(C)noc1C)OCCCC[C@@H](C)O2	39	-12	2	1.3	18	.	-1[16.7 µM]	2
COc1ccc(S(=O)(=O)N(C)C[C@@H]2Oc3c(NS(=O)(=O)c4cn(C)cn4)cccc3C(=O)N([C@@H](C)CO)C[C@H]2C)cc1	-1	5	-1	-0.6	21	.	10[16.7 µM]	-1
COCCOc1cc(NC(=O)CS(=O)(=O)CC(=O)N(C)C)c(Cl)cc1Cl	.	7	.	2.1	-6	-7	3	.
CCOC(=O)N1CCN(C(=O)CN(C2CCCCC2)S(=O)(=O)c2ccc(C)cc2)CC1	16	-8	0	.	-21	.	-3	-1
Cc1ccc(C)c(NC(=O)CSc2nccn2Cc2ccco2)c1	6	.	3	1.6	25	.	-11	0
O=C(CSc1nnc(NC(=O)c2c(F)cccc2F)s1)NCc1ccccc1	-9	.	-1	-0.9	7	-1	.	-5
COc1ccc(CN(C)C[C@@H]2OCCCC[C@@H](C)Oc3ccc(NC(=O)Nc4ccc5c(c4)OCO5)cc3C(=O)N([C@@H](C)CO)C[C@H]2C)cc1	.	-6	2	1.0	-30	10	2[16.7 µM]	-1
Cc1cccc(S(=O)(=O)NC(=O)C2(C)CCN2C(=O)C2(c3ccc(Cl)cc3)CC2)c1 (stereo not drawn)	8	.	-18	1.8	13	-4	.	-4
COc1cc(OC)c(C(=O)CCC(=O)O)cc1OC	9	2	1	.	22	.	-1	2
CN(c1nc(-c2ccc(Br)cc2)cs1)C1CCS(=O)(=O)C1 (stereo not drawn)	0	6	-1	-0.9	-6	-5	-4	-1
CC1CCN(Cc2nnnn2CCCC(=O)NCCN2CCOCC2)CC1	-2	2	2	-1.7	.	1	7	1
CCCOC(=O)CCCCCCCCC(O)CN1CCCCC1 (stereo not drawn)	?	-10	1	-0.9	39	1	-1	5
O=c1[nH]c2ccc(S(=O)(=O)NCc3ccccn3)cc2s1	1	3	-1	.	.	12	-4	-3
CCCc1cn(CC[C@@H]2CC[C@@H](NC(=O)C3CC3)[C@@H](CO)O2)nn1	-1	1	1	-0.4	5	-1	.	1
CC(C)CCN(C(=O)Nc1ccccc1)C(C)c1cccs1 (stereo not drawn)	-11	5	.	.	-24	4	-10	.
CCc1nc2cc(Cl)c(Cl)cc2[nH]1	14	-13	-1	.	0	9	4	-1
Cc1nn(-c2ccccc2)c2sc(-c3nnc(SCC(=O)O)o3)cc12	8	-13	2	-0.7	8	.	-8	-6
C[C@H]1CN([C@@H](C)CO)S(=O)(=O)c2ccc(-c3cccnc3)cc2O[C@H]1CN(C)C(=O)C1CC1	4	11	.	-1.2	10	.	6[16.7 µM]	.
Cc1ccc(N=C2NC(=O)/C(=C\c3ccco3)S2)cc1	15	-3	-1	.	-4	4	0	2
CN(C)CC#Cc1ccc([C@H]2[C@@H](CO)N3CCCCN(C(=O)C4CC4)C[C@H]23)cc1	.	7	-1	-2.1	.	.	-23[16.7 µM]	1
COc1ccccc1N(CC(=O)NC(C)(C)C)S(=O)(=O)c1cccs1	.	-5	3	.	11	9	3	-3
O=C(NN=Cc1cccc2ccccc12)C1CC1	5	-7	1	-4.2	-14	1	-6	-1
C[C@H](O)C#Cc1ccc2c(c1)O[C@@H](CN(C)CC1CCOCC1)[C@H](C)CN([C@H](C)CO)S2(=O)=O	-36	5	-2	1.6	20	2	78[16.7 µM]	-58
COc1ccccc1NC(=O)CSc1nnc(C2CCCCC2)n1C	-7	-9	5	.	.	.	-1	0
Cc1cc(=O)oc(C)c1C(=O)NCCCN1CCN(c2ccc(F)cc2)CC1	-9	1	-8	.	.	.	5	-6
Cc1nn(-c2ccccc2)c2sc(C(=O)NCCN3CCOCC3)cc12	.	.	1	.	.	6	9	3
C=CCN1C(=O)[C@H]2CCC=C[C@H]2[C@@H]1c1cccc(C)c1	0	1	-1	-0.3	13	-12	-1	1
CC(=O)Nc1ccc(/C(C)=N/NS(=O)(=O)c2ccc(C)cc2)cc1	-3	-5	2	.	.	.	6	-9
CCCCCCCn1c(=N)n(CC(O)c2ccco2)c2ccccc21 (stereo not drawn)	.	-15	2	3.8	2	2	0	.
CCOC(=O)CCCCC(=O)c1[nH]c(=O)[nH]c1CSc1nc(C)cc(C)n1	-3	7	-2	.	.	.	1	-10
COc1ccccc1-n1c(-c2cc(-c3ccco3)[nH]n2)n[nH]c1=S	.	5	0	2.3	.	5	.	-1
OCc1cccc(-c2csc(C(O)c3ccccc3)n2)c1 (stereo not drawn)	16	7	1	-3.1	5	1	-13	1
C[C@H](CO)N1C[C@H](C)[C@@H](CN(C)Cc2ccccc2)Oc2ccc(NC(=O)Nc3cccc4ccccc34)cc2CC1=O	-4	.	-6	1.4	2	.	-14[16.7 µM]	-2

More records:
SMILES	C2C12 statin	PGC1a acetyl inh	Cneo AK release	F508del corr	INS-1E GSIS act	FN deposit inh	miR-122 sensor	PglD inh
CCCOc1cccc(-c2cc(C(=O)N/N=C/c3cccnc3)c3ccccc3n2)c1	.	.	-2	2.1	-1	4	.	2
Cc1cc(/C=C(/C#N)c2cccc(Cl)c2)c(C)n1C	.	.	-2	0.1	.	-4	-9	2
COc1ccc(C(=O)N2C[C@H]3[C@@H](c4ccccc42)[C@H](CO)N3C(=O)c2ccc(F)cc2)cc1	21	5	-6	-0.2	13	.	21[16.7 µM]	-44
COc1ccc(NC(=O)CN2CCN(S(=O)(=O)c3ccc(Cl)cc3)CC2)cc1	-45	-3	-2	-1.4	-16	.	-2	8
O=c1c2ccccc2nc(-c2ccccc2)n1Cc1ccccc1	9	.	0	-4.6	-8	7	-24	-2
C[C@@H]1CN([C@@H](C)CO)S(=O)(=O)c2ccc(C#CC3CCCC3)cc2O[C@@H]1CN(C)Cc1cncnc1	-16	1	-5	-0.5	-21	6	-6[16.7 µM]	9
COc1ccc(CC(=O)N2CCCC2)c(OC)c1	-1	16	2	0.6	-7	4	12	-2
COc1cccc(-n2c(C)nc3c(cnn3-c3ccc(Cl)cc3)c2=O)c1	8	1	-1	.	.	-4	1	-4

Four consecutive records already listed, for reference:
SMILES	C2C12 statin	PGC1a acetyl inh	Cneo AK release	F508del corr	INS-1E GSIS act	FN deposit inh	miR-122 sensor	PglD inh
O=c1c2ccccc2nc(-c2ccccc2)n1Cc1ccccc1	9	.	0	-4.6	-8	7	-24	-2
C[C@@H]1CN([C@@H](C)CO)S(=O)(=O)c2ccc(C#CC3CCCC3)cc2O[C@@H]1CN(C)Cc1cncnc1	-16	1	-5	-0.5	-21	6	-6[16.7 µM]	9
COc1ccc(CC(=O)N2CCCC2)c(OC)c1	-1	16	2	0.6	-7	4	12	-2
COc1cccc(-n2c(C)nc3c(cnn3-c3ccc(Cl)cc3)c2=O)c1	8	1	-1	.	.	-4	1	-4

Assay outcomes deposited in PubChem by Broad Institute.
